CHT block: inhibitors of human choline transporter CHT; Q9GZV3; CHT-expressing cells, membrane potential dye, choline response; hits give low values; B-score at 10 µM; 0.86% of 310,000 active;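 active means B-score over 3 SD under the library average, and starting fluorescence ratio not unusually high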;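 further: choline stimulus applied at its EC90 after an EC20 pre-addition; B-score computed on integrated fluorescence ratio after choline addition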
Target sequence (Q9GZV3 whole entry, looked up): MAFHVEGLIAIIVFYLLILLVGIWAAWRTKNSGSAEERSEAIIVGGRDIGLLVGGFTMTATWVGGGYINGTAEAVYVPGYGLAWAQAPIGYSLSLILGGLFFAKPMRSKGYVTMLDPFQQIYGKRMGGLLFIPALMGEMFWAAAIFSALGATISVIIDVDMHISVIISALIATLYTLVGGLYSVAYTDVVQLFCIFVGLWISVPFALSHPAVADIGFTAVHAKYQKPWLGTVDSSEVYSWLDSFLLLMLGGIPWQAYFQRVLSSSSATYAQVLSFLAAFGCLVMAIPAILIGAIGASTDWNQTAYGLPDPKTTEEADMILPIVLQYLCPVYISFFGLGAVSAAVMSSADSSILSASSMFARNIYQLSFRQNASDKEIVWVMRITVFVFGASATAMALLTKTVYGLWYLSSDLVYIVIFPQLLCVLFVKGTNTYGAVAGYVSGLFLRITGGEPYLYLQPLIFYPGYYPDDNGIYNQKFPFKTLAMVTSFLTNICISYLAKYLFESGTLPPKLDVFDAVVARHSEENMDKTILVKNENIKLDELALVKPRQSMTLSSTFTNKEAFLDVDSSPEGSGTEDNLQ
KCNQ2 inh: KCNQ2 channel blockers in CHO-K1 cells – cell-based, FluxOR thallium flux, B-score, primary screen (AID 2156) | O88943 | B-score at 10 µM | 1.1% of 310,000 active | 20 min; hits give low values;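 active means fluorescence ratio B-score at most minus 3 library SDs, with starting brightness B-score within 2 library SDs, cut at about -5.5 in these data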
Kir21 block: inhibitors of mouse Kir2.1 inward-rectifier potassium channel. P35561. HEK293-Kir2.1, FluxOR thallium flux fluorescence; hits give low values. B-score at 10 µM. 0.85% of 310,000 active;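 active means fluorescence ratio B-score at or below minus 3 SD of library scores, with starting-brightness B-score within 2 SD, cut at about -4.2 in these data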;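 further: channel flux triggered by added potassium and thallium sulfate stimulus; B-score of peak minus minimum fluorescence over baseline after thallium stimulus; more negative B-score means stronger Kir2.1 block with less thallium influx; some compounds called inactive have numbers as strong as hits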
Target sequence (P35561 whole entry, looked up): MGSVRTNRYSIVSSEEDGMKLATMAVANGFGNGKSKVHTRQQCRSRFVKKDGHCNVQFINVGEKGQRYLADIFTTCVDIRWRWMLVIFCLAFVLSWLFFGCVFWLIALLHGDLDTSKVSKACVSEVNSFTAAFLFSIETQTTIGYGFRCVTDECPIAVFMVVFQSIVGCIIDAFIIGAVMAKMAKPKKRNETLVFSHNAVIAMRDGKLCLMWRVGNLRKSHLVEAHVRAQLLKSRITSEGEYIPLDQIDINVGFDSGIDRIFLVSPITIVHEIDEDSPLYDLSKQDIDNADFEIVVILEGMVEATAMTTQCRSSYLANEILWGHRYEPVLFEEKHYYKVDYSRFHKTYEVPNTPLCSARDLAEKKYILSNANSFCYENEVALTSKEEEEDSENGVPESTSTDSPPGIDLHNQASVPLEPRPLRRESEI
* marks the source's active call; other numbers are inactive results.

How did CCC(C)c1ccc(NC(=S)Nc2ccc(OC)cc2C)cc1 (stereo unspecified) do in these assays?
CHT block: inactive; KCNQ2 inh: inactive; Kir21 block: -1.5

How did CC(C)C(=O)N1CCN(c2ccccc2NC(=O)Cc2ccc(Cl)cc2)CC1 do in these assays?
CHT block: inactive; KCNQ2 inh: inactive; Kir21 block: -3.2

Results for Cc1cccc(OCCCC(=O)O)c1C ?
CHT block: inactive; KCNQ2 inh: inactive; Kir21 block: 0.43

What do the screens show for `CC(C)(C)C(=O)Nc1ccc(C(=O)NNC(=O)c2ccccc2)cc1`?
CHT block: inactive; KCNQ2 inh: inactive; Kir21 block: 0.35

How did O=C1N/C(=C/c2ccc(N3CCCC3)cc2)C(=O)N1c1ccccc1 do in these assays?
CHT block: inactive; KCNQ2 inh: inactive; Kir21 block: 0.58

What do the screens show for `COC(=O)c1sc2nc(CN3CCN(c4cccc(C(F)(F)F)c4)CC3)[nH]c(=O)c2c1C`?
CHT block: inactive; KCNQ2 inh: inactive; Kir21 block: 0.28

What do the screens show for `Cc1csc(OCc2ccc(C#N)cc2)n1`?
CHT block: inactive; KCNQ2 inh: inactive; Kir21 block: 0.57

How did O=C(c1nc2ccc(Cl)cn2c1CN1CCC[C@H]1CO)N1CCCCCCC1 do in these assays?
CHT block: inactive; KCNQ2 inh: inactive; Kir21 block: 0.3

What do the screens show for `COc1ccc(OCC(=O)Nc2ccc3c(c2)nc(CCN2CCOCC2)n3C)cc1`?
CHT block: inactive; KCNQ2 inh: inactive; Kir21 block: 2.2

How did O=C(NCc1ccccc1Cl)c1ccc2c(=O)n(CC3CCCO3)c(=S)[nH]c2c1 (stereo unspecified) do in these assays?
CHT block: inactive; KCNQ2 inh: inactive; Kir21 block: -0.14

How did Cc1ccc(S(=O)(=O)N2CCCCC2)cc1C(=O)NCCc1ccccc1 do in these assays?
CHT block: inactive; KCNQ2 inh: inactive; Kir21 block: -0.61

Results for COc1ccc(-c2nnc3ccc(SCC(=O)Nc4nccs4)nn23)cc1OC ?
CHT block: inactive; KCNQ2 inh: inactive; Kir21 block: 0.5

How did COc1cc2c(cc1OC)C(c1ccc(SC)cc1)CC(=O)N2 (stereo unspecified) do in these assays?
CHT block: inactive; KCNQ2 inh: inactive; Kir21 block: 0.71

How did COc1ccc(-c2noc(CSc3nnc(CCc4ccccc4)n3-c3ccccc3)n2)cc1OC do in these assays?
CHT block: inactive; KCNQ2 inh: inactive; Kir21 block: -0.33

Results for CCOc1ccc(S(=O)(=O)N(C)c2ccc(OCC(=O)NCC3CCCO3)cc2)cc1 (stereo unspecified) ?
CHT block: inactive; KCNQ2 inh: inactive; Kir21 block: -1.8

What do the screens show for `COc1ccc(CCNC(=O)C2CCCN(S(C)(=O)=O)C2)cc1` (stereo unspecified)?
CHT block: inactive; KCNQ2 inh: inactive; Kir21 block: 0.23

How did O=C1C(Oc2ccccc2)C(c2cccs2)N1Cc1ccc2c(c1)OCO2 (stereo unspecified) do in these assays?
CHT block: inactive; KCNQ2 inh: inactive; Kir21 block: -0.63

Results for Cn1c(=O)oc2cc(S(=O)(=O)N3CCC(C(=O)N4CCc5ccccc5C4)CC3)ccc21 ?
CHT block: inactive; KCNQ2 inh: inactive; Kir21 block: -0.19

Results for CCN(CC)CCCN(Cc1cc2cc3c(cc2[nH]c1=O)OCO3)C(=S)Nc1ccccc1 ?
CHT block: inactive; KCNQ2 inh: inactive; Kir21 block: 1.8

What do the screens show for `COc1ccc(C(CC(=O)Nc2ccc(C)cc2)NC(=O)C(F)(F)F)cc1` (stereo unspecified)?
CHT block: inactive; KCNQ2 inh: inactive; Kir21 block: -1.2

How did COc1ccccc1C1CC(c2ccc(NS(C)(=O)=O)cc2)=NN1S(=O)(=O)c1ccccc1 (stereo unspecified) do in these assays?
CHT block: inactive; KCNQ2 inh: inactive; Kir21 block: 0.98

Results for COc1ccc(C(=O)N2CCCC(c3nc(-c4ccc(OC)c(OC)c4)no3)C2)c(OC)c1 (stereo unspecified) ?
CHT block: inactive; KCNQ2 inh: inactive; Kir21 block: -0.04

Results for Cc1ccc(S(=O)(=O)c2ncccc2N)cc1 ?
CHT block: inactive; KCNQ2 inh: inactive; Kir21 block: -0.42

How did CCCC(=O)N1CCN(c2ccc(NC(=O)c3ccccc3)cc2)CC1 do in these assays?
CHT block: inactive; KCNQ2 inh: inactive; Kir21 block: 1.4

Results for COC(=O)N/N=C(\C)c1ccco1 ?
CHT block: inactive; KCNQ2 inh: inactive; Kir21 block: 1

What do the screens show for `COc1ccc(Cn2c(CCC(=O)O)nc3cccnc32)cc1`?
CHT block: inactive; KCNQ2 inh: inactive; Kir21 block: -0.13

How did CCc1ccc(NC(=O)C(=O)NCc2ccccn2)cc1 do in these assays?
CHT block: inactive; KCNQ2 inh: inactive; Kir21 block: 0.72

Results for NC(=O)C(Cc1ccccc1)N1C(=O)c2ccccc2C1=O (stereo unspecified) ?
CHT block: inactive; KCNQ2 inh: inactive; Kir21 block: 0.68

How did COc1ccccc1C(=O)N1CC2(C)CC1CC(C)(C)C2 (stereo unspecified) do in these assays?
CHT block: inactive; KCNQ2 inh: inactive; Kir21 block: -0.99

Results for CCOC(=O)c1sc2nc(N3CCOCC3)c3c(c2c1N)CC(C(C)C)OC3 (stereo unspecified) ?
CHT block: inactive; KCNQ2 inh: inactive; Kir21 block: 1.3

How did O=c1c(O)c(-c2ccc(O)c(O)c2)oc2cc(O)cc(O)c12 do in these assays?
CHT block: inactive; KCNQ2 inh: inactive; Kir21 block: 0.76

How did CCOC(=O)c1c(C)[nH]c(C)c1S(=O)(=O)N(C)CC(=O)NCc1cccc(Br)c1 do in these assays?
CHT block: inactive; KCNQ2 inh: inactive; Kir21 block: 0.5

How did CC(C)N(CC#CC(O)(c1ccccc1)c1ccccc1)C(C)C do in these assays?
CHT block: inactive; KCNQ2 inh: inactive; Kir21 block: 0.85

Results for COCCCn1c(SCc2cccc(C(F)(F)F)c2)nc2cc(OC)c(OC)cc2c1=N ?
CHT block: inactive; KCNQ2 inh: inactive; Kir21 block: -2.1

Results for COc1ccc(-n2c(C)cc(C(=O)CN3C(=O)NC4(CCc5ccccc54)C3=O)c2C)cc1 (stereo unspecified) ?
CHT block: inactive; KCNQ2 inh: inactive; Kir21 block: 0.75

What do the screens show for `O=[N+]([O-])c1cc(C(F)(F)F)ccc1NCCc1c[nH]c2ccccc12`?
CHT block: inactive; KCNQ2 inh: inactive; Kir21 block: -1.8

How did Cc1cc(C(F)F)nn1CC(=O)NC1C(=O)N2C(C(=O)O)=C(CSc3nnnn3C)CSC12 (stereo unspecified) do in these assays?
CHT block: inactive; KCNQ2 inh: inactive; Kir21 block: 0.49

Results for CC(=O)c1sc(NC(=O)c2ccc(Cl)cc2)nc1C ?
CHT block: inactive; KCNQ2 inh: inactive; Kir21 block: 0.04

How did O=C(Nc1ccccc1)OC1CCCCc2cccnc21 (stereo unspecified) do in these assays?
CHT block: inactive; KCNQ2 inh: inactive; Kir21 block: -1.3

Results for CNc1nc(C)c(C#N)c(-c2ccccc2)c1C(C)=O ?
CHT block: inactive; KCNQ2 inh: inactive; Kir21 block: -2

Results for Cc1c(NC(=O)CSc2ccc(Cl)cc2)cccc1-c1nc2ncccc2o1 ?
CHT block: inactive; KCNQ2 inh: inactive; Kir21 block: 0.6

What do the screens show for `Cc1ccc(CN2CCN(Cc3ccc4ncccc4c3)CC2CCO)cc1` (stereo unspecified)?
CHT block: inactive; KCNQ2 inh: inactive; Kir21 block: 0.32

What do the screens show for `Cc1csc(NC(=O)Cc2coc3cc(C)c(C(C)C)cc23)n1`?
CHT block: inactive; KCNQ2 inh: inactive; Kir21 block: -0.96

How did O=C(O)CNC(=S)N(Cc1ccccc1)Cc1ccccc1F do in these assays?
CHT block: inactive; KCNQ2 inh: inactive; Kir21 block: 1.9

What do the screens show for `N=C1/C(=C\c2ccc(SCc3ccco3)o2)C(=O)N=C2SC=NN12`?
CHT block: inactive; KCNQ2 inh: inactive; Kir21 block: -2.2

What do the screens show for `CC1(C(=O)OCC(=O)Nc2ccc3ccccc3c2)CC1(Cl)Cl` (stereo unspecified)?
CHT block: inactive; KCNQ2 inh: inactive; Kir21 block: 1.2

What do the screens show for `Cc1c(Cl)cccc1NC(=S)NCc1ccc(F)cc1`?
CHT block: inactive; KCNQ2 inh: inactive; Kir21 block: -0.86

How did Cc1nn(-c2ccccc2)c(Cl)c1/C=N/Nc1ccc(Cl)c(C(=O)O)c1 do in these assays?
CHT block: inactive; KCNQ2 inh: inactive; Kir21 block: -0.35

Results for Cc1nc(NCCC(C)C)c2nnn(Cc3ccccc3)c2n1 ?
CHT block: inactive; KCNQ2 inh: inactive; Kir21 block: -0.86

Results for CC1(C)NC(=O)N(CCOc2cccc(Oc3ccccc3)c2)C1=O ?
CHT block: inactive; KCNQ2 inh: inactive; Kir21 block: -4.7*

What do the screens show for `COc1ccc(CCN(Cc2cc3cc(C)ccc3[nH]c2=O)C(C)=O)cc1OC`?
CHT block: inactive; KCNQ2 inh: inactive; Kir21 block: -0.51

Results for Cn1ncc(N=Cc2c(O)ccc3ccccc23)c1C(=O)Nc1cccc(Cl)c1 ?
CHT block: inactive; KCNQ2 inh: inactive; Kir21 block: 0.07

How did Cc1onc(-c2c(F)cccc2Cl)c1C(=O)Nc1c(C)n(C)n(-c2ccccc2)c1=O do in these assays?
CHT block: inactive; KCNQ2 inh: inactive; Kir21 block: -0.2

Results for Cc1ccc(-c2cn3cc([N+](=O)[O-])ccc3n2)cc1 ?
CHT block: inactive; KCNQ2 inh: inactive; Kir21 block: 2.7

What do the screens show for `O=S(=O)(c1ccccc1)N1CCN(Cc2ccccc2)CC1`?
CHT block: inactive; KCNQ2 inh: inactive; Kir21 block: -0.23

Results for NC(=O)C1=C[C@@H](c2ccc3c(c2)OCO3)C[C@@H](OCCCCO)O1 ?
CHT block: inactive; KCNQ2 inh: inactive; Kir21 block: -0.02

Results for O=C(Nc1ccc2c(c1)OCO2)C1CC(c2ccccc2O)=NO1 (stereo unspecified) ?
CHT block: inactive; KCNQ2 inh: inactive; Kir21 block: 0.04

Results for CCc1ccc(-c2cn(-c3nc(C)cc(C)n3)c(=N)o2)cc1 ?
CHT block: inactive; KCNQ2 inh: -6.4*; Kir21 block: -0.03

What do the screens show for `O=c1[nH]c(C2CCCN(S(=O)(=O)c3ccccc3)C2)nc2c1nnn2Cc1ccccc1` (stereo unspecified)?
CHT block: inactive; KCNQ2 inh: inactive; Kir21 block: 0.07

Results for CN(C)Cc1cc2ccccc2c2c1COC2 ?
CHT block: inactive; KCNQ2 inh: inactive; Kir21 block: -0.68

A run of entries from further up:
What do the screens show for `COc1ccc(CCN(Cc2cc3cc(C)ccc3[nH]c2=O)C(C)=O)cc1OC`?
CHT block: inactive; KCNQ2 inh: inactive; Kir21 block: -0.51

Results for Cn1ncc(N=Cc2c(O)ccc3ccccc23)c1C(=O)Nc1cccc(Cl)c1 ?
CHT block: inactive; KCNQ2 inh: inactive; Kir21 block: 0.07

How did Cc1onc(-c2c(F)cccc2Cl)c1C(=O)Nc1c(C)n(C)n(-c2ccccc2)c1=O do in these assays?
CHT block: inactive; KCNQ2 inh: inactive; Kir21 block: -0.2

Results for Cc1ccc(-c2cn3cc([N+](=O)[O-])ccc3n2)cc1 ?
CHT block: inactive; KCNQ2 inh: inactive; Kir21 block: 2.7

What do the screens show for `O=S(=O)(c1ccccc1)N1CCN(Cc2ccccc2)CC1`?
CHT block: inactive; KCNQ2 inh: inactive; Kir21 block: -0.23

Results for NC(=O)C1=C[C@@H](c2ccc3c(c2)OCO3)C[C@@H](OCCCCO)O1 ?
CHT block: inactive; KCNQ2 inh: inactive; Kir21 block: -0.02

Results for O=C(Nc1ccc2c(c1)OCO2)C1CC(c2ccccc2O)=NO1 (stereo unspecified) ?
CHT block: inactive; KCNQ2 inh: inactive; Kir21 block: 0.04

The list continues:
What do the screens show for `O=C(NCC1CCCN(C(=O)c2cccc(C(F)(F)F)c2)C1)c1ccc(F)cc1` (stereo unspecified)?
CHT block: inactive; KCNQ2 inh: inactive; Kir21 block: 1.8

What do the screens show for `CCOc1cccc(-c2cc(C(=O)Nc3ccon3)c3ccccc3n2)c1`?
CHT block: inactive; KCNQ2 inh: inactive; Kir21 block: 0.65

Results for Cc1ccc(CNS(=O)(=O)c2ccc(CN3C(=O)c4cccnc4C3=O)s2)o1 ?
CHT block: inactive; KCNQ2 inh: inactive; Kir21 block: 1.9

What do the screens show for `O=c1c2ccccc2ncn1-c1ccc(Cl)cc1[N+](=O)[O-]`?
CHT block: inactive; KCNQ2 inh: inactive; Kir21 block: 0

Results for CCOC(=O)COc1ccc(S(=O)(=O)N2CCN(c3ccc(F)cc3)CC2)cc1 ?
CHT block: inactive; KCNQ2 inh: inactive; Kir21 block: 0.47

What do the screens show for `Cn1nc(-c2ccc(C(=O)NC3CCCCC3)cc2)c2ccccc2c1=O`?
CHT block: inactive; KCNQ2 inh: inactive; Kir21 block: 1.6

How did O=C(C1CC(c2ccc(F)cc2)=NO1)N1CCCCC1 (stereo unspecified) do in these assays?
CHT block: inactive; KCNQ2 inh: inactive; Kir21 block: -0.6

How did COC(=O)CN(c1ccc(OCc2ccccc2)cc1)S(C)(=O)=O do in these assays?
CHT block: inactive; KCNQ2 inh: inactive; Kir21 block: 0.51

Results for O=C(Nc1ccccc1F)c1cc(S(=O)(=O)N2CCOCC2)cs1 ?
CHT block: inactive; KCNQ2 inh: inactive; Kir21 block: 0.31

How did O=S(=O)(Nc1cccc(-n2cnnn2)c1)c1ccccc1 do in these assays?
CHT block: inactive; KCNQ2 inh: inactive; Kir21 block: 1.7

Bioassay records (PubChem BioAssay)
